Screening data from PubChem.
CCR6 antag: blocks CCL20-driven beta-arrestin recruitment at human CCR6. AID 493098. hit rate 0.49% among 340,000. inhibition, % at 20 µM. P51684. CHO-K1 CCR6 PathHunter beta-arrestin, luminescence, CCL20-stimulated;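 active = compounds whose inhibition of the agonist-driven luminescence signal at 20 µM reaches about 50%, limit read from the data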;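 note: cells stimulated with CCL20 at 14 nM final; plate controls were DMSO with CCL20 for no effect and DMSO without agonist for full effect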
CXCR6 inh: blocks human CXCR6 beta-arrestin recruitment | CHO-K1 PathHunter CXCR6 beta-arrestin, luminescence | hit rate 0.36% among 360,000 | inhibition, % at 20 µM | O00574; in the data active = inhibition above about 34%, passing the limit was not always enough;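 note: antagonist mode with CXCL16 agonist at 10 nM final; 0% = 10 nM CXCL16 with DMSO and 100% = unstimulated wells without agonist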
Target sequence (O00574 whole entry, looked up): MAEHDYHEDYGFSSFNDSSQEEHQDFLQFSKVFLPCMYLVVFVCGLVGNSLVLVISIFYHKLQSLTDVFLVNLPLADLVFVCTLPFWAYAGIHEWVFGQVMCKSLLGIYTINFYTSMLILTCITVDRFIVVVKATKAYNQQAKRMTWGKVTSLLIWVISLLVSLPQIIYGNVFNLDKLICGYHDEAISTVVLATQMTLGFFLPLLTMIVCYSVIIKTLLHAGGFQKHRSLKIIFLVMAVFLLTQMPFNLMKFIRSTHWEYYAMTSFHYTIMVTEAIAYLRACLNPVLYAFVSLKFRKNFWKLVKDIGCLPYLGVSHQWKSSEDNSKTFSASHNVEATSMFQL
Gli-Sufu antag: Gli-Sufu pathway antagonism. Sufu-KO-LIGHT fibroblasts, Gli luciferase reporter luminescence. hit rate 0.74% among 340,000. inhibition, % at 5 µM;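 active = inhibition above about 55%, limit read from the data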;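 note: 0% = DMSO-treated cells and 100% = wells with medium but no cells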
APOBEC3A inh: blocks human APOBEC3A ssDNA deamination; P31941; AID 493011; hit rate 0.41% among 330,000; inhibition, % at 20 µM; recombinant A3A, FAM/TAMRA ssDNA deamination fluorescence;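 active = at least 40% inhibition at 20 µM here, with at most 30% in a related deaminase screen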;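 note: plate controls were A3A with DMSO for no effect and wells lacking A3A enzyme for full effect; some results filed as inactive read as strong as hits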
NR3A LBD binder: modulators (binders) of human NR3A ligand-binding domain; NR3A LBD differential scanning fluorimetry, Tm shift; 0% = protein alone, 100% = glycine-bound protein; Tm shift relative to glycine control, % at 25 µM; hit rate 2.5% among 340,000; AID 1259313;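 active = melting temperature shift of at least 10% of the positive control shift, at one fixed dose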
MPTP block: permeability transition pore inhibition; isolated mouse mitochondria, Ca2+ swelling absorbance, 30 min; inhibition, % at 10 µM; hit rate 1.4% among 360,000; AID 602449;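 active = inhibition of 50% or more, scaled per plate between neutral and stimulator controls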;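 note: 0% = DMSO wells given calcium and 100% = 1 mM EGTA wells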
EBI2 antag: antagonists of human EBI2 receptor; P32249; EBI2 beta-arrestin recruitment, luminescence, 7a,25-OHC stimulated; inhibition, % at 5 µM; hit rate 0.81% among 360,000; in the data active = inhibition above about 38%;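 note: enzyme fragment complementation signal reports receptor beta-arrestin coupling in cells; 0% = agonist plus DMSO wells and 100% = wells without agonist; some results beyond the cut were filed as inactive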
Target sequence (P32249 whole entry, looked up, the tested form may be a part): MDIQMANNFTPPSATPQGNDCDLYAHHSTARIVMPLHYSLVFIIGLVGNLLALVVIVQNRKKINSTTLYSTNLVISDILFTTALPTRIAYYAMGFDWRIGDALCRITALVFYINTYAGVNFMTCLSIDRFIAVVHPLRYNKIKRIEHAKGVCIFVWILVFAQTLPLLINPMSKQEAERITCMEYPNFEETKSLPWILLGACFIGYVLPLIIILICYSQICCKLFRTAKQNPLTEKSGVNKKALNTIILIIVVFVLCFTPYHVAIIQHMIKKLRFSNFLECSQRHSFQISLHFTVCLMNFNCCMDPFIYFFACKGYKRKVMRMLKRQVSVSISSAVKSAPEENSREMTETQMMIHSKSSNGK
APOBEC3G inh: APOBEC3G (human) deaminase inhibition | Q9HC16 | recombinant A3G, ssDNA deamination FAM/TAMRA fluorescence | inhibition, % at 20 µM | hit rate 0.28% among 330,000 | AID 493012;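 active = inhibition of at least 40% at 20 µM, with no more than 30% in the related APOBEC3A deaminase screen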;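 note: plate controls were DMSO wells with A3G for no effect and wells lacking A3G enzyme for full effect; some compounds called inactive have numbers as strong as hits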
Target sequence (Q9HC16 whole entry, looked up): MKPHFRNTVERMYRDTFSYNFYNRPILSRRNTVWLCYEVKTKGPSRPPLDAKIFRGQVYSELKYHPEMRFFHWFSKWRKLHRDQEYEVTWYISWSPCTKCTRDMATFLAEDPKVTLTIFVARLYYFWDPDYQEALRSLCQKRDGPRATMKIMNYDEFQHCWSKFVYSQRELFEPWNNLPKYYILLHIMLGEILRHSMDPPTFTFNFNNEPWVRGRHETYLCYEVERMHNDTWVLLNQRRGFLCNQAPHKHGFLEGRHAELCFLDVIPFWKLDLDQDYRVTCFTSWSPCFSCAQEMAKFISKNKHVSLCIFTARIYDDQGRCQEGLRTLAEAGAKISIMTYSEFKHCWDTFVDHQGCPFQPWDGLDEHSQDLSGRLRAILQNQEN
Active calls of the source: *; x = no result given; & = joins results of further samples.

SMILES	CCR6 antag	CXCR6 inh	Gli-Sufu antag	APOBEC3A inh	NR3A LBD binder	MPTP block	EBI2 antag	APOBEC3G inh
Cc1ccc(Cn2nc(C)c(NC(=O)c3nn(C)cc3Cl)c2C)cc1	9	-9	-4	2	1	-0.8	-23	0
CC1CCc2cc(F)ccc2N1C(=O)c1cnc2sccn2c1=O (centres undefined)	9	2	4	-3	-1	-1.8	-4	-12
OCCC1CN(Cc2nc3c(s2)CCCC3)CCN1Cc1ccccc1 (centres undefined)	12	-6	0	2	-1	1.1	7	-3
CCCOc1ccc(/C=N/NC(=O)c2nnn(-c3nonc3N)c2-c2cccs2)cc1OC	-5	6	-4	-4	-2	-2.0	13	-7
O=C1/C(=C\c2cccc(O)c2O)SC(=S)N1Cc1ccccc1	47	35	38	2	38*	92*	5	62*
COc1ccc(-c2nc3ccccc3c(=O)n2N)cc1	11	-4	-8	2	-1	0.2	-5	-2
COc1ccc(/C=C2\SC(=S)N(CCCC(=O)Nc3ccc(O)cc3)C2=O)cc1	21	12	39	-8	5	15	-2	-4
O=C(Nc1cccc2ccccc12)C1CCCC1	9	-14	-6	-4	-2	-0.9	0	-8
O=C(Nc1cccc([N+](=O)[O-])c1)NC1CCS(=O)(=O)C1 (centres undefined)	-1	3	4	2	-18	17	2	0
COc1ccc(Cc2noc(-c3ccc(OC)c(OC)c3)n2)cc1OC	15	-3	-1	-4	0	1.9	-4	-1
Cc1nc2c(sc(=S)n2Cc2ccco2)c(=O)n1CC(=O)Nc1ccccc1Cl	24	4	45	3	-3	-0.2	9	12
C=CCn1c(=NC(=O)c2cc(Cl)sc2Cl)sc2cc(S(N)(=O)=O)ccc21	-1	-3	11	-3	-437	4.8	26	-7
CC1(C)COC(/C=C/c2ccc([N+](=O)[O-])cc2)=N1	11	-10	-29	x	0	0.3	-7	x
Cc1cc(Br)ccc1NC(=O)CN(C)C(=O)C1CCN(c2ncnc3sc(C)c(C)c23)CC1	7	-6	29	x	-4	0.4	22	x
Cc1ccc(C(=O)O)cc1S(=O)(=O)N1CCSCC1	12	1	-28	-2	0	-2.8	4	-3
CC1(C(=O)Nc2nc3ccc(S(C)(=O)=O)cc3s2)CC1(Cl)Cl (centres undefined)	-3	-2	-10	-4	2	1.6	-6	-11
CCC(C)C(NC(=O)OCc1ccccc1)C(=O)NC(Cc1ccc(O)cc1)C(=O)OC (centres undefined)	-3	-5	x	-2	-3	0.5	-11	-4
C[C@H](CO)N1C[C@H](C)[C@@H](CN(C)Cc2ccccc2)Oc2c(NC(=O)c3ccncc3)cccc2C1=O	-2	6	4	-2	1	2.0	-3	-7
COc1ccc2cc(C(=O)N3CCC(Cc4ccccc4)CC3)[nH]c2c1	0	9	-6	-2	3	0.5	77*	-6
c1ccc(-c2ccnc3nc(-n4cccc4)nn23)cc1	9	2	5	0	0	-2.3	-2	-2
O=C(CSc1nc2ccccc2n1CCc1ccccc1)c1ccc(O)c(O)c1	28	-1	0	x	3	5.2	-2	x
CCOC(=O)C1=C(C)NC(C)=C(C(=O)OCC)C1C(=O)OCC(=O)N1CCCCC1CC (centres undefined)	1&7	2&8	-4&2	-5	-2&0	-0.1&-0.2	-3&-6	-5
O=C1CC(N2CCOCC2)C(=O)N1c1cccc(Cl)c1 (centres undefined)	13	5	-17	-2	-2	0.9	4	-5
CCc1ccc(C2CC(c3ccc(C)cc3)Nc3nc(N)nn32)cc1 (centres undefined)	0	7	0	2	-2	-1.5	4	-2
COc1ccc(NC(C)=O)cc1S(=O)(=O)Nc1ccc(C(=O)N2CCCC2)cc1	0	-1	-7	-2	3	-0.7	-15	-7
CN1CCN(S(=O)(=O)c2ccc(Cc3ccc(S(=O)(=O)N4CCN(C)CC4)cc3)cc2)CC1	-9	-9	1	-4	2	1.3	-18	-6
CCN1CCSc2ccc(C(=O)NCc3cc(Br)ccc3OC)cc21	-2	-1	5	7	-2	-0.8	16	-1
COc1ccc(CCNC(=O)c2cc(-c3ccncc3)nc3ccc(S(=O)(=O)N4CCOCC4)cc23)cc1OC	16	-8	-40	1	0	-0.3	-1	3
CSCC(=O)Nc1cc(C)on1	4	4	-3	-1	-2	-0.1	-2	-5
O=C(CCc1nnc2ccc(NCc3ccco3)nn12)Nc1ccc(F)cc1	5	-5	11	1	2	-0.8	1	0

3 of the compounds above, as a markdown table:
| Structure | CCR6 antag | CXCR6 inh | Gli-Sufu antag | APOBEC3A inh | NR3A LBD binder | MPTP block | EBI2 antag | APOBEC3G inh |
| --- | --- | --- | --- | --- | --- | --- | --- | --- |
| O=C1CC(N2CCOCC2)C(=O)N1c1cccc(Cl)c1 (centres undefined) | 13 | 5 | -17 | -2 | -2 | 0.9 | 4 | -5 |
| CCc1ccc(C2CC(c3ccc(C)cc3)Nc3nc(N)nn32)cc1 (centres undefined) | 0 | 7 | 0 | 2 | -2 | -1.5 | 4 | -2 |
| COc1ccc(NC(C)=O)cc1S(=O)(=O)Nc1ccc(C(=O)N2CCCC2)cc1 | 0 | -1 | -7 | -2 | 3 | -0.7 | -15 | -7 |

Further entries follow:
SMILES	CCR6 antag	CXCR6 inh	Gli-Sufu antag	APOBEC3A inh	NR3A LBD binder	MPTP block	EBI2 antag	APOBEC3G inh
CCOP(=O)(OCC)c1nc(/C=C/c2ccccc2)oc1NCc1ccccc1	-1	9	8	1	0	-1.3	8	0
Cc1onc(-c2ccccc2)c1C(=O)Nc1ccnn1C1CCCCC1	-5	0	6	-3	-1	0.0	-1	-1
O=C(NCSC1=NCCS1)c1ccccc1	1	-1	7	3	5	-2.0	-9	-1
Cc1cnc(C(=O)Nc2ccccc2-c2ccc(C)o2)cn1	12	4	7	-2	0	0.9	-6	-1
CSc1ccccc1C(=O)NCc1ccc(F)cc1	0	-1	-1	-3	0	-2.3	-5	-7
CCc1ccccc1N(C(=O)CCC(=O)Nc1cc(C)on1)C(C(=O)NC1CCCC1)c1ccco1 (centres undefined)	0	-7	3	-1	-15	-3.3	4	-2
COc1cc(C2C(C#N)=C(N)N(c3cccnc3)C3=C2C(=O)CCC3)ccc1O (centres undefined)	-1	-20	-15	-1	0	-1.2	1	2
O=C(NCC(c1ccco1)N1CCN(c2ccccc2F)CC1)C(=O)NC1CCCCC1 (centres undefined)	15	4	5	-3	2	0.1	5	-9
O=S(=O)(NC1CC1)c1ccc(S(=O)(=O)N2CCN3CCCC3C2)cc1 (centres undefined)	19	4	3	-3	6	0.3	-3	-7
O=C(OCC(=O)N1CCN(C(=O)c2ccco2)CC1)c1cc(-c2ccc(F)cc2)nc2ccccc12	-1	11	1	0	-16	1.9	4	-1
Cc1cccc(-n2nnnc2SCc2csc(-c3ccccc3)n2)c1	25	0	7	-2	5	-0.3	9	-3
c1ccc(-n2ncc3c(N4CCN(c5ccccn5)CC4)nc(N4CCCCCC4)nc32)cc1	-2	-1	-3	-4	0	8.0	26	-9
N#Cc1c(C(F)(F)F)cc(=O)[nH]c1SCC(=O)O	-25	3	8	1	0	0.2	-7	-2
CN(C)S(=O)(=O)c1ccc(N2CCCC2)c(C(=O)Nc2nc3c(ccc4ccccc43)s2)c1	10	0	31	-5	-11	2.5	-10	-14
Cc1cc(C)nc(-n2nc(C)cc2NC(=O)c2ccc(S(=O)(=O)N3CCOCC3)cc2)n1	3	x	-3	6	2	x	x	-1
O=S(=O)(Nc1cccc(-c2ccc(N3CCCCCC3)nn2)c1)c1ccc(F)cc1	8	6	-28	-3	-3	-1.6	-1	-6
COc1ccc(/C=N/NC(=O)c2ccc(N)cc2)cc1Cn1cc([N+](=O)[O-])cn1	8	-3	-1	4	-5	-0.1	-12	-3
CN(C)C(/C=C/Nc1ccc(F)cc1F)=C(C#N)C#N	9	-6	-3	5	0	1.0	-6	3
Cc1cc(=O)oc2cc(NC(=O)c3ccnn3C)ccc12	9	6	-56	2	1	-2.0	3	2
CCN1C[C@@H]2[C@@H]3C(=O)N(Cc4ccccc4)C(=O)[C@@H]3[C@](Cc3ccccc3)(C(=O)OC)N2C1=NC	13	-2	7	3	0	1.9	-8	2
CN1/C(=C/C(=O)COC(=O)CN2C(=O)C3CC=CCC3C2=O)C(C)(C)c2ccccc21 (centres undefined)	14	-9	10	x	-1	0.5	-9	x
CCOC(=O)C1=C(C)Nc2sc(C(=O)c3ccc(Br)cc3)c(N)c2C1c1ccc(C(=O)OC)cc1 (centres undefined)	15	14	-2	-3	4	2.9	25	-6
CCN(CC)c1ccc(CNC(=O)C/C(C)=N/NC(=O)COc2ccc(C)cc2Br)cc1	18	8	-4	-6	1	1.0	0	-4
O=C(/C=C/c1ccco1)Nc1ccc(-c2nc3ccccc3[nH]2)cc1	6	-4	67*	x	30*	2.3	2	x
CCOC(=O)C1(Cc2ccc(OC)cc2)CCN(C(=O)CN2CCCCC2=O)CC1	-4	0	-6	1	1	-0.1	-6	6
O=C(CNC(=O)c1n[nH]c2ccccc12)Nc1cc(Cl)ccc1Cl	-1	3	-4	1	-10	-0.4	3	-2
C[C@@H]([C@@H](O)c1ccccc1)N(C)C(=O)C(N)Cc1ccccc1 (some centres undefined)	13	2	-9	3	-2	-0.4	-21	1
Cc1sc(NC(=O)C2CSC3(C)CCC(=O)N23)nc1-c1ccc(F)cc1 (centres undefined)	12	4	21	5	0	0.5	6	-7
Cc1nc(SCC(=O)N2CCCCC2)c2c(C)c(C)sc2n1	19	2	-8	-4	-1	0.4	-14	-7
CCOc1ccc2[nH]cc(S(=O)(=O)c3ccc(Cl)cc3)c(=O)c2c1	-5	-8	29	-1	-8	1.1	0	-9
Cn1c(=O)c2c(nc(N3CCCCC3)n2CCCNC2=NCCCC2)n(C)c1=O	-4	-12	-5	0	-2	-1.5	-9	2
CSc1nc2ccc3nc(NC(=O)c4ccc(C)cc4)sc3c2s1	0	0	-11	1	-1	1.9	5	1
CC(=O)N1CCN(CC(=O)Nc2c(Cl)cc(Cl)cc2Cl)CC1	-2	-7	-12	-3	2	-1.1	-13	-3
Cc1cc(C)n(-c2ccc(Cl)c(Cl)c2)n1	17	-6	1	-3	0	-0.1	14	-5
COc1ccc(NS(=O)(=O)c2cc(OC)ccc2NC(=O)c2cc(C)oc2C)cc1	3	4	2	-19	1	-3.5	-4	-8
CCn1c(SCC(=O)N(C)CC(=O)Nc2cccc(OC)c2)nnc1-c1ccco1	-5	-3	-7	-3	1	-0.4	-14	-9
CCOC(=O)C1CCN(C(=O)c2cc(S(=O)(=O)N3CCOCC3)c(Cl)cc2Cl)CC1	-6	2	4	1	1	-2.0	-9	-3
CCCNC(=S)N1CCC(NC(=O)c2cccc(C)c2)CC1	2	10	29	-3	-2	-0.3	-6	20
Brc1ccc(OCc2nnc(SCC3CCCCC3)o2)cc1	6	3	1	2	-7	3.1	69*	5
CNC(=O)c1[nH]cnc1C(=O)Nc1cccc(C)c1	-7	-8	-13	-6	1	-2.6	-1	-8
CC(C)(C)c1ccc(C(=O)NCC(=O)OCC(=O)c2ccc3c(c2)-c2ccccc2C3)cc1	-5	2	-13	7	-1	0.1	-3	3
CCOC(=O)/C=C/c1nc(C(=O)OCC)c(C)c(=O)[nH]1	0	-2	21	-4	3	0.0	-12	0
O=C(N/N=C\c1cn[nH]c1-c1ccccc1)c1cccnc1	-5	-6	2	12	1	-0.9	-38	1
Cc1cc(Br)ccc1NC(=O)CN1CCN(c2ccccn2)CC1	-3	10	4	-3	-2	0.6	0	-8
NCCCC[C@@H](C(=O)N1CCNCC1)n1cc(CN)nn1	-1	7	-7	-1	1	0.6	-8	-6
Cc1ccc(N(CCCCN2C(=O)c3ccccc3C2=O)C(=O)c2cccs2)cc1	16	8	0	2	-4	-0.7	-2	-4
CC(C)(C)C1CCC(=NOC(=O)c2ccc(F)cc2)CC1 (centres undefined)	1	-13	6	5	0	2.3	-11	0
Cc1cc(Nc2ccccc2)n(-c2ccc(Br)cc2)n1	0	-1	3	-3	-7	1.9	2	-8

Not a hit list. Share with any hit: about 5.8%.
